ERK EGF inh – inhibitors of EGF-stimulated ERK signaling pathway; HEK293-V1b, EGF-stimulated phospho-ERK AlphaScreen; Potency, µM (highest dose often 11.5 µM), for inactives: at the highest dose activity change, negative = inhibition, actives largely listed as inhibitors; hit rate 0.41% among 130,000; active = well fitted inhibition curve with a large enough effect; inconclusive = small, poorly fitted or top-dose-only effect, or effect the other way;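 also: plate controls were stimulated vehicle wells for no effect and unstimulated vehicle basal for full effect; nearly all actives have a fitted effect of over 55% in size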
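Cell line HEK293 (stable V1b), low serum overnight. Pretreatment: compound 30 min, 37C. EGF 25 nM, 5 min. Detection: SureFire AlphaScreen, 5 h RT. AC50 via standard Hill equation.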
* hit, by the source's call; ? = inconclusive; & = joins results of further samples; [ ] = dose if it differs, or a comment. Potency is read from the fitted curve at half-maximal effect. Only part of the results is shown. The share of hits here may be higher or lower than overall.

SMILES	ERK EGF inh
Cc1cnc([N+](=O)[O-])n1CCOC(=O)NC(=O)c1ccccc1Cl	20%
CCN(CC)C(=O)C1=C(C)NC(=S)NC1c1cccs1 (stereo unspecified)	1%
Cc1ccc2[nH]c(=O)c(CN(Cc3ccco3)C(=O)c3cccs3)cc2c1	3%
CCOC(=O)c1ccc(Nc2ncccc2[N+](=O)[O-])cc1	?
CN(CC(=O)Nc1cc(S(=O)(=O)N2CCOCC2)ccc1Cl)C1CCS(=O)(=O)C1 (stereo unspecified)	-4%
Cc1cccc(NC(=O)CSc2ccc(-c3ccco3)nn2)c1C	-12%
CCOC(=O)C1=C(COC(=O)C2(C)CC2(Cl)Cl)NC(=O)NC1c1ccc(OC)cc1 (stereo unspecified)	5%
C/C(=N\n1cnnc1)c1ccccc1	2%
COc1cc(C(=O)NNC(=S)NC(=O)c2ccc3c(c2)OCO3)cc(OC)c1OC	-5%[57.5 µM]
COc1ccccc1OCC(=O)NNC(=O)c1c(-c2ccccc2Cl)noc1C	2%
Cc1ccc(NNC(=O)C(=O)N2CCCCC2)cc1	-10%
Cc1cc(C)c(NC(=S)N(CCCN2CCOCC2)Cc2cccnc2)c(C)c1	1%
Cc1cc(C)c2sc(N(CCN(C)C)C(=O)c3c(F)cccc3F)nc2c1	-8%
Cc1nn(Cc2ccccc2)c(C)c1/C=N/NC(=O)c1ccncc1	7%[57.5 µM]
COc1ccc(N=C2SC(C(=O)Nc3ccc(F)cc3)CC(=O)N2C)cc1 (stereo unspecified)	-6%
CN(C)CCC(=O)c1ccc(F)cc1	8%[57.5 µM]
Cc1[nH]c(=S)[nH]c(=O)c1CCCO	-4%
CC(C)N1CCC(N2CCN(Cc3ccc(-c4ccccc4Cl)o3)CC2CCO)CC1 (stereo unspecified)	-4%
CCOC(=O)C1(CC2CC2)CCN(C(=O)c2cccnc2C)CC1	-11%
O=C(CSc1nc2nc3c(cc2c(=O)n1-c1ccccc1)CCCC3)Nc1cccc2ccccc12	-5%
COc1cccc(Nc2ccc(C(=O)O)cc2[N+](=O)[O-])c1	-1%
COc1ccc(OC)c(NC(=O)c2cccc(C)c2[N+](=O)[O-])c1	-2%
CC(/C=N/NC(=O)c1cc(-c2ccc3ccccc3c2)n[nH]1)=C\c1ccco1	3%
Nc1nc2c(c(=O)[nH]1)C(c1cccc3ccccc13)C1=C(N2)c2ccccc2C1=O (stereo unspecified)	0%
O=C(Cc1c(F)cccc1Cl)Nc1ccc(S(=O)(=O)NCC2CCCO2)cc1 (stereo unspecified)	0%
Oc1ccccc1CN(Cc1ccco1)CC(O)COCc1ccc(Cl)cc1 (stereo unspecified)	?
CCc1cc(C(=O)c2ccc(OC)cc2)c(NC(=O)CN2CCCCC2)s1	-1%[57.5 µM]
COc1ccc(C(=O)NCc2nnc(SCC(=O)NO)n2Cc2ccccc2)cc1	4%
Cc1ccc(NC(=O)CSc2nnc(-c3n[nH]c4ccccc34)n2-c2ccccc2)c(C)c1	11%
COc1ccc(Nc2nnc(-c3ccc(O)cc3)c3ccccc23)cc1C(N)=O	-6%
O=C(Nc1nncs1)c1cc2c(s1)CCC2	1%
CCN(Cc1ccncc1)Cc1c(O)ccc2ccccc12	-9%
Clc1ccccc1Cc1noc(CN2CCSCC2)n1	1%
Nc1ccc2oc(-c3ccccc3Cl)nc2c1	-6%
Cn1c(=O)[nH]c(=O)c2c1nc(NCc1ccco1)n2Cc1ccccc1Cl	-13%
O=C1CS/C(=N/N=C/c2ccccc2)N1Cc1ccco1	-4%[57.5 µM]
Cc1ccc(NC(=O)CN2C(=O)NC3(CCCc4ccccc43)C2=O)cc1S(=O)(=O)N1CCOCC1 (stereo unspecified)	-3%
COc1ccc(N=Nc2nc3cc(Br)c(Br)cc3n2C)c(OC)c1	7%
O=C(Nc1ccc([N+](=O)[O-])cn1)C1CC2CCC1C2 (stereo unspecified)	7%
NC(=O)c1c(NC(=O)c2ccncc2)sc2c1CCCC2	-2%
CNC(=O)[C@@]1(C)C=C[C@@H](Cc2ccccc2)N1C(=O)OC	-4%&6%
Cc1ccc2nc(CSc3nnc(-c4ccco4)o3)cc(=O)n2c1	-3%[57.5 µM]
CCSc1nnc(C)c(=O)n1COC(=O)c1ccc(S(=O)(=O)N2CCCC2)cc1	0%
O=C(Nc1sc2c(c1C(=O)O)CCC2)c1ccc(F)cc1	-6%
CCCCNC(=S)NNC(=O)c1ccco1	-9%
CCCCc1nnc(NC(=O)COC)s1	0%
N#CN=C(N)c1ccccc1	2%[57.5 µM]
COc1ccc(/C=N/Nc2nc(N)cc(Cl)n2)cc1OC	-2%

2 entries picked at random from those above:
SMILES	ERK EGF inh
NC(=O)c1c(NC(=O)c2ccncc2)sc2c1CCCC2	-2%
N#CN=C(N)c1ccccc1	2%[57.5 µM]

Later entries
SMILES	ERK EGF inh
CCC1CCCCN1CCCNC(=O)c1cc2c(Cl)nc3ccccc3c2s1 (stereo unspecified)	-5%
CCC(C)C(NC(=O)c1ccccc1NC(=O)c1ccccc1)C(=O)N1CCOCC1 (stereo unspecified)	2%
O=C(c1ccccc1Br)N1CCN(c2ccc([N+](=O)[O-])c(N3CCOCC3)c2)CC1	-1%
Cc1ccc(C)c(OCC(=O)Nc2ccc(S(=O)(=O)Nc3ccccn3)cc2)c1C	4%
CC(=O)Nc1ccc(NC(=O)CSc2ncnc3c2cnn3Cc2ccccc2)cc1	10%[57.5 µM]
N#Cc1ccc(NC(=O)CNc2cc(S(=O)(=O)N3CCOCC3)ccc2NCC2CCCO2)cc1 (stereo unspecified)	4%
CCCC(=O)OCC(=O)NC1CCCc2ccccc21 (stereo unspecified)	-5%
CCO[C@@H]1OC(C(=O)NC2CC2)=C[C@H](c2c[nH]c3ccccc23)[C@H]1CCCO	-1%[57.5 µM]
CC(C)Cc1nnc(NC(=O)CCC(=O)Nc2ccccc2F)s1	0%[57.5 µM]
O=C(Nc1cccc(F)c1)c1cc(S(=O)(=O)N2CCC3(CC2)OCCO3)ccc1F	1%
O=C(/C=C/c1ccc2ccccc2n1)c1cc(Br)ccc1O	-2%[57.5 µM]
CCc1ccccc1NC(=S)NCCSc1ccc(Cl)cc1	3%
NC(=O)CC(NC(=O)Cc1cccc2ccccc12)c1ccc(N2CCN(c3ccccc3)CC2)c([N+](=O)[O-])c1 (stereo unspecified)	-8%[57.5 µM]
Cc1nc(CNC(=O)CC2C(=O)NCCN2Cc2cccc(Oc3ccccc3)c2)cs1 (stereo unspecified)	-12%[57.5 µM]
CCOC(=O)c1cc(C(=O)OCC)c(=O)[nH]c1N1CCCC1	6%
Clc1cccc(CSc2ncn(-c3ccccc3)n2)c1	3%
CN(C)c1ccc(/C=N/N(Cc2ccccc2)c2ccccc2)cc1	6%
O=C(NNC1=NCCN1Cc1ccccc1)c1cccc(C(F)(F)F)c1	-4%[57.5 µM]
CCC(C)c1ccc(NC(=O)C/C(C)=N/NC(=O)c2cnccn2)cc1 (stereo unspecified)	-5%
Cn1nccc1C(=O)Nc1cccc(C(F)(F)F)c1	1%
COc1cc(/C=N/S(=O)(=O)CCc2ccccc2)ccc1O	-1%
CCN(CC)S(=O)(=O)c1ccc(C(=O)N2CCc3ccccc32)cc1	-3%
CCOC(=O)NC(=O)c1cn(CCNCCO)c(=O)[nH]c1=O	-5%
CC(C)NC(=O)COc1ccc(S(=O)(=O)N(C)Cc2ccccc2)cc1	-3%[57.5 µM]

Compounds above that have a COOH group (2):
SMILES	ERK EGF inh
COc1cccc(Nc2ccc(C(=O)O)cc2[N+](=O)[O-])c1	-1%
O=C(Nc1sc2c(c1C(=O)O)CCC2)c1ccc(F)cc1	-6%

Later entries.
SMILES	ERK EGF inh
Cc1noc(C)c1S(=O)(=O)Nc1ccccc1OC(F)(F)F	4%[57.5 µM]
COc1cc2nc(Cl)nc(N3CCCCC3)c2cc1OC	-4%
Cc1ccc(S(=O)(=O)Nc2ccncc2)c(C)c1N(C)S(=O)(=O)c1ccc(F)cc1	-5%
CCO[C@H]1OC(C(=O)N2CCN(C)CC2)=C[C@@H](c2ccc3c(c2)OCO3)[C@@H]1CCCO	-8%[57.5 µM]
Cc1ccc(NC(=O)C2CCCCC2)c(O)c1	20%
CCOc1cc(/C=C2\SC(=O)N(CC(=O)Nc3ccccc3F)C2=O)cc([N+](=O)[O-])c1O	1%
COc1ccc(Nc2oc(-c3ccccc3)nc2C#N)cc1	-4%
CC(C)(C)C1CCC(=NNC(=S)Nc2cccnc2)CC1 (stereo unspecified)	3%
COc1ccc(CNC(=O)c2nnn(Cc3ccc(OC)cc3)c2N)cc1	4%
C=C(C)CCC1(C)NC(=O)N(c2ccccc2)N1 (stereo unspecified)	-10%[57.5 µM]
CC(=O)/C(=N\Nc1ccccc1)Sc1nncn1C	0%
O=C(CCC1CCCN(C(=O)c2ccsc2)C1)N1CCN(c2ccccn2)CC1 (stereo unspecified)	-10%[57.5 µM]
Cc1ccnc2nc(C(=O)Nc3nnc(-c4ccccc4)o3)nn12	9%
CNCC(O)COc1cccc(OC)c1 (stereo unspecified)	3%
O=C(c1ccccc1Cl)N(Cc1ccc(Cl)c(Cl)c1)N1C(=O)CCCC1=O	-2%[57.5 µM]
CC(C)(C)C(=O)Nc1cc(S(=O)(=O)Nc2ccc(Cl)cc2)ccc1O	4%[57.5 µM]
Cc1nc2sc(C(c3cccs3)N3CCOCC3)c(O)n2n1 (stereo unspecified)	-1%
CCCCS(=O)CC(COC)OC(=O)c1ccccc1 (stereo unspecified)	3%
O=C(CCS(=O)(=O)c1ccccc1)Nc1ccc(-c2nc3ccccc3s2)c(O)c1	-11%
Cc1ccccc1-n1c(=O)c2ccccc2n2c(=O)[nH]nc12	2%
Cc1ccccc1C(=O)N1CCN(c2ccc([N+](=O)[O-])c(NCc3cccnc3)c2)CC1	-1%
CCN(C(=O)COc1ccc(C)nc1[N+](=O)[O-])C1CCS(=O)(=O)C1 (stereo unspecified)	2%
Cc1cc(Cl)nc(Cl)c1C(=O)N1CCOCC1	3%
COc1cccc(OC)c1C(=O)Nc1cccc(-c2ccc3nncn3n2)c1	-11%
CSCCC(NS(=O)(=O)c1ccccc1F)C(=O)NC(C)c1ccccc1 (stereo unspecified)	-8%
CCCOC(=O)C(=O)NNc1ccccc1	-2%
O=C(NNC1CC(=O)N(c2ccc(Br)cc2)C1=O)c1ccccn1 (stereo unspecified)	5%
O=[N+]([O-])c1cccc(C(=S)N2CCCC2)c1	-10%
COC(=O)c1ccc(NC(=O)c2ccccc2CC[N+](=O)[O-])cc1	-5%
O=C(Nc1ccc(Br)cc1)c1ccc(N2C(=O)C3CC=CCC3C2=O)cc1 (stereo unspecified)	8%
C/C(N)=C(/C#N)C(=O)CSc1nc2scc(-c3ccc(F)cc3)c2c(=O)n1C	-4%
O=C(Nc1nc2ccc([N+](=O)[O-])cc2s1)c1ccc(S(=O)(=O)N2CCCc3ccccc32)cc1	-8%
CCn1nnc(NC(=O)Cc2ccc(Cl)cc2)n1	10%
CCOC1(c2ccccc2)CC1C(=O)N/N=C/c1cccc([N+](=O)[O-])c1 (stereo unspecified)	7%[57.5 µM]
COc1ccc(C(=O)OCC(=O)Nc2sccc2C(N)=O)cc1OC	5%[57.5 µM]
CC1CCN(C(C(=O)NC2CCCCC2)c2cc3c(cc2[N+](=O)[O-])OCO3)CC1 (stereo unspecified)	2%

Some of the entries so far, with each value named:
CCCCc1nnc(NC(=O)COC)s1
  ERK EGF inh: 0%

N#CN=C(N)c1ccccc1
  ERK EGF inh: 2%[57.5 µM]

COc1ccc(/C=N/Nc2nc(N)cc(Cl)n2)cc1OC
  ERK EGF inh: -2%

CCC1CCCCN1CCCNC(=O)c1cc2c(Cl)nc3ccccc3c2s1 (stereo unspecified)
  ERK EGF inh: -5%

Additional records follow.
SMILES	ERK EGF inh
CC(=O)c1ccc(N2CCN(C(=S)NCc3ccco3)CC2)cc1	2%
O=C(c1ccc2c3c(cccc13)CC2)C1CCCN(C(=O)c2ccc(=O)[nH]c2)C1 (stereo unspecified)	-4%
COc1ccc2oc(C(=O)NN3C(C)CCCC3C)c(C)c2c1 (stereo unspecified)	0%
S=c1[nH]nc(COc2ccccc2)n1-c1ccccc1	12%
COc1ccc(Cl)cc1NC(=O)CSc1nc2sccc2c(=O)[nH]1	-5%[57.5 µM]
CCCCCCN(C(=O)CCCCCN1C(=O)NC(c2ccc(Cl)cc2)C(C(=O)OCc2ccccc2)=C1C)C(C(=O)NCCCC)c1ccc(OCC(=O)OC)c(C(=O)OC)c1 (stereo unspecified)	-16%&-1%
COCC(=O)N1CCC2(CCCN(Cc3nccs3)C2)CC1	6%

An excerpt from above in order of number of heavy atoms, low to high:
SMILES	ERK EGF inh
S=c1[nH]nc(COc2ccccc2)n1-c1ccccc1	12%
CC(=O)c1ccc(N2CCN(C(=S)NCc3ccco3)CC2)cc1	2%
CCCCCCN(C(=O)CCCCCN1C(=O)NC(c2ccc(Cl)cc2)C(C(=O)OCc2ccccc2)=C1C)C(C(=O)NCCCC)c1ccc(OCC(=O)OC)c(C(=O)OC)c1 (stereo unspecified)	-16%&-1%
